Source: PubChem
S100A4 inh HTS – inhibitors of human S100A4 binding to myosin IIA peptide. P26447. inhibition, % at 10.7 µM. S100A4/TAMRA-MyoIIA peptide fluorescence polarization. 0.14% of 360,000 active. AID 652163;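 active = mean inhibition of at least 70% across replicates, with every replicate also reaching that level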
Target sequence (P26447 whole entry, looked up): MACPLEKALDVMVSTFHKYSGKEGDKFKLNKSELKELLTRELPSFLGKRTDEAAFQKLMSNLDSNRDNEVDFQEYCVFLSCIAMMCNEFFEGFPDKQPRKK
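Test system: S100A4 monomer protein; Medium: HEPES pH 7.2 with CaCl2, KCl, NaCl, DTT, Triton; Probe or stimulus: TAMRA-labelled myosin IIA heavy-chain peptide probe, 5 nM; Doses: one dose per compound; Times: polarization read 5 min after assay mix addition, stable 5–60 min; Benchmarks: neutral control DMSO, positive control TFP.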
CASP6 VEID inh – caspase-6 (human) enzyme inhibition; inhibition, % at 12.5 µM; purified caspase-6, Z-VEID-R110 cleavage fluorescence; P55212; 0.53% of 350,000 active;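 active = mean inhibition across replicates at least about 35%, with every replicate also reaching that limit, limit read from the data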;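 note: 0% = median of neutral control wells and 100% = no fluorescence left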
Target sequence (P55212 24-179 limits assumed): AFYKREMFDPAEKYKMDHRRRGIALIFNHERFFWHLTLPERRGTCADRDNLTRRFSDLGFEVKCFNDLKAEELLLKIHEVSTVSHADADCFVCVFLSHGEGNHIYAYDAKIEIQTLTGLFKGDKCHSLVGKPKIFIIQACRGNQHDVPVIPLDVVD
Target sequence (P55212 194-293 limits assumed): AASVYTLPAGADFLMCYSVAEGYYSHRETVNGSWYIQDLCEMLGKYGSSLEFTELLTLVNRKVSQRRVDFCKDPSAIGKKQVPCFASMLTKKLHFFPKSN
SIRT5 inh – blocks human SIRT5 desuccinylation of peptide; Q9NXA8; Purified SirT5, succinyl-peptide AMC, trypsin-coupled fluorescence; inhibition, % at 15 µM; 1.1% of 330,000 active; in the data active = inhibition above about 15%
Target sequence (Q9NXA8 whole entry, looked up): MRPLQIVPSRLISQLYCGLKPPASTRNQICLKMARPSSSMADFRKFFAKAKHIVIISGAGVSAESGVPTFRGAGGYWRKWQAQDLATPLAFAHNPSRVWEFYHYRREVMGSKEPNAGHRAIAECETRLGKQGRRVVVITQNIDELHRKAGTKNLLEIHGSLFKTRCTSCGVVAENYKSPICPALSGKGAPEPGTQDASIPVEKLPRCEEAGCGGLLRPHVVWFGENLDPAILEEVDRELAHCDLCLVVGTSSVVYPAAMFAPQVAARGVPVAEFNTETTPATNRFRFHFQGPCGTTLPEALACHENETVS
LGR2 inh – inhibitors of bursicon-induced Drosophila LGR2 receptor cAMP signaling; HEK293 LGR2, CRE-luciferase, bursicon-stimulated, 4 h; AID 720647; inhibition, % at 9.99 µM; 0.35% of 380,000 active;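 active = drop in luminescence signal, shown as inhibition above about 50% in the replicate tests, limit read from the data, passing the limit was not always enough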;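 note: agonist challenge used bursicon conditioned medium at about half maximal strength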
Statin myotox sup – protects C2C12 myotubes from simvastatin toxicity. ATP luminescence, 48 h; scaled: DMSO 0, geranylgeraniol control 100. rescue of ATP level, % at 7.49 µM. 0.78% of 330,000 active;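 active = mean ATP rescue above about 67%, or every replicate alone reaching that limit, limit read from the data, passing the limit was not always enough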;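 note: myotubes were challenged with 10 µM simvastatin during compound exposure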
esBAF inh – SWI/SNF esBAF complex inhibition; mouse ES cells, Bmi1-luciferase knock-in reporter, 24 h; 100% = twice the neutral-well signal; reporter increase, % at 12.5 µM; 2% of 350,000 active; AID 602393; in the data active = activation above about 40%;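 note: 0% = median of the plate's neutral control wells and 100% = double that signal; a rise in the Bmi1 reporter signal indicates esBAF inhibition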
FN deposit inh – fibronectin deposition inhibition | AH1F fibroblasts, Alexa488-fibronectin deposition fluorescence, overnight | 0.086% of 350,000 active | inhibition, % at 12.6 µM | AID 743247;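 active = mean inhibition across replicates of 30% or more, regardless of how many single replicates reach that level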;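 note: positive control wells lacked labelled fibronectin entirely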
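Measured by – fluorescence 485/525 nm · System – AH1F fibroblast monolayer, labelled fibronectin deposition · Amount – 10000 cells per well · Buffer or medium – serum-reduced DMEM (2% serum) · Doses – single dose, pinned · Also added – fluorescent fibronectin at 24 nM final · Schedule – 1 h cell attachment, overnight exposure to compound and label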
An asterisk follows results filed as active; . = not tested or not shown.

Compound	S100A4 inh HTS	CASP6 VEID inh	SIRT5 inh	LGR2 inh	Statin myotox sup	esBAF inh	FN deposit inh
CCOC(=O)c1ccc(N2C(=O)c3n[nH]c(C)c3C2c2ccccn2)cc1 (configuration not stated)	7	2	-6	7	-8	9	2
COc1ccccc1NC(=O)c1ccc(SCC(=O)NCc2ccccc2Cl)c([N+](=O)[O-])c1	-4	1	-3	.	.	.	-4
Cc1cccc(COCC(CC(C)C)N2CCN(C(=O)c3ccc(C(C)(C)C)cc3)CCC2=O)c1 (configuration not stated)	1	0	.	44	-25	-89	-1
CN(C)CC#Cc1ccc([C@H]2[C@H]3CN(C(=O)Cc4ccccc4)CC(=O)N3[C@H]2CO)cc1	3	.	0	25	.	.	.
COc1ccc(OC)c(-n2c(-c3ccc(O)cc3O)n[nH]c2=S)c1	1	4	0	-17	22	-5	-25
CN1/C(=C\C(=O)c2cccnc2)Sc2ccccc21	-4	-3	1	-50	.	.	.
C=C(C)C1CC=C(CN2CCC(C(=O)OCC)CC2)CC1 (configuration not stated)	.	.	.	.	-16	1	-2
C[C@H](CO)N1C[C@H](C)[C@H](CN(C)S(C)(=O)=O)Oc2ccc(NS(C)(=O)=O)cc2CC1=O	2	1	1	-3	-3	1	.

Compound	S100A4 inh HTS	CASP6 VEID inh	SIRT5 inh	LGR2 inh	Statin myotox sup	esBAF inh	FN deposit inh
C[C@H](CO)N1C[C@H](C)[C@@H](CN(C)Cc2ccc(C(F)(F)F)cc2)Oc2c(NC(=O)c3cnccn3)cccc2C1=O	-10	2	-3	1	21	-6	.
Cc1ccc(NC(=O)CSC(C)C(=O)OCc2cc(=O)oc3cc(O)ccc23)cc1 (configuration not stated)	0	5	-12	1	22	-8	-4
O=C(CN1C(=O)/C(=C2\SC(=S)N(CCS(=O)(=O)O)C2=O)c2ccccc21)Nc1cccc(Br)c1	-12	14	12	-1	25	-1	3
COc1ccc2c3c(n(C)c2c1)[C@H](CO)N(C(=O)Nc1cccc(F)c1)CC31CN(C)C1	-3	-4	1	0	.	.	.
CCOC(=O)CN1C(=O)N[C@@H](c2cccc(C(F)(F)F)c2)[C@H](C(C)=O)[C@H]1C	23	5	6	-31	7	2	-7
COc1cc(C=O)ccc1OC(=O)Nc1ccccc1	2	4	-3	-41	.	.	0
CCc1ccc(NC(=O)[C@H](C)NC(=O)C2CCN(C(=O)[C@@H](NC(=O)OC(C)(C)C)C(C)C)CC2)cc1	0	3	2	-18	3	17	-1
C[C@H](CO)N1C[C@H](C)[C@H](CN(C)C(=O)NC2CCCCC2)OCCCC[C@H](C)Oc2ccc(NC(=O)Nc3ccc(C(F)(F)F)cc3)cc2C1=O	5	0	0	27	.	-5	.

Compound	S100A4 inh HTS	CASP6 VEID inh	SIRT5 inh	LGR2 inh	Statin myotox sup	esBAF inh	FN deposit inh
COc1cccc(C2C(C#N)=C(N)N(N(C)C)C3=C2C(=O)CC(C)(C)C3)c1OC (configuration not stated)	-19	0	1	-7	6	-1	0
CCCN(C)C[C@H]1OCCCC[C@@H](C)Oc2ccc(NS(=O)(=O)c3ccc(OC)cc3)cc2C(=O)N([C@H](C)CO)C[C@H]1C	-13	-2	4	-20	-41	-1	.
O=C(CC12CC3CC(CC(Br)(C3)C1)C2)NC1CCCC1	2	0	-2	-6	.	.	3
CCN(C(=O)c1ccco1)c1nc(CC(=O)Nc2ccc(Cl)cc2)cs1	-7	0	0	3	-14	-6	.
CCC(C)NCCOc1cc(C)cc(C)c1C (configuration not stated)	-4	.	2	7	.	.	.
COc1ccccc1N(CC(=O)Nc1cc(S(=O)(=O)N(C)C)ccc1C)S(=O)(=O)c1cccs1	2	-2	-7	4	-2	1	0
CCN(Cc1ccccc1)c1cc2c(c3c1ccn3C)C1CCC2C1 (configuration not stated)	-8	-3	11	-6	-1	0	7
Cc1noc(C)c1NC(=O)N(C)C[C@@H]1OCCCC[C@@H](C)Oc2ccc(NC(=O)NC3CCCCC3)cc2C(=O)N([C@H](C)CO)C[C@@H]1C	8	-1	-3	-5	.	-7	-14

Compound	S100A4 inh HTS	CASP6 VEID inh	SIRT5 inh	LGR2 inh	Statin myotox sup	esBAF inh	FN deposit inh
C#CCNC(=O)C[C@@H]1C[C@@]2(C(=O)OC)CC(C)(C)CC=C2N(CCc2ccc(OC)c(OC)c2)C1=O	0	1	.	-8	.	.	1
Cc1ccccc1S(=O)(=O)N1CC(=O)N2[C@H](CO)[C@H](c3ccc(C#CCC4CCCC4)cc3)[C@H]2C1	-24	1	6	7	.	.	.
O=C(Nc1ccc(F)cc1)N[C@H]1CC[C@@H](CCNC(=O)c2ccccc2F)O[C@H]1CO	0	-1	-1	3	.	.	.
CCOc1ccc(NC(=O)CN(C)C(=O)c2cccc(S(=O)(=O)N3CCN(C)CC3)c2)cc1OCC	2	-4	-3	14	14	3	.
O=C(N[C@H]1CC[C@@H](CCNS(=O)(=O)c2ccc(Cl)cc2)O[C@@H]1CO)c1cnccn1	0	2	-2	4	-6	10	.
O=C(CSC(=S)N1CCCC1)c1cc(Br)cc(Br)c1O	-6	10	2	11	.	.	.
CCOc1cc(C(=S)N2CCOCC2)ccc1O	.	.	.	8	20	-4	.
Cc1ccc2ncccc2c1NS(=O)(=O)c1ccccc1	.	.	.	.	1	-1	-8

Compound	S100A4 inh HTS	CASP6 VEID inh	SIRT5 inh	LGR2 inh	Statin myotox sup	esBAF inh	FN deposit inh
NC(=O)c1ccc(Sc2nnc(-c3cccs3)n2CC2CCCO2)c([N+](=O)[O-])c1 (configuration not stated)	-5	4	5	1	.	.	.
Cc1c(NC(=O)c2ccc(N3CCCC3)c([N+](=O)[O-])c2)cccc1-c1nc2ccccc2s1	-3	-3	-3	14	.	.	.
CCC(NC(=O)c1ccc(C#CC2(O)CCCCC2)cc1)C(=O)O (configuration not stated)	1	1	-5	16	.	.	0
CC(=O)c1c(C)[nH]c(C(=O)OCC(=O)Nc2c(C)cccc2C)c1C	10	-2	-3	-4	-4	-24	-2
CCC(=O)N1CCc2cc(Br)cc(S(=O)(=O)NCCCN(CC)Cc3ccccc3)c21	-6	-4	.	-11	1	-3	-5
S=C(Nc1ccccc1)N1CCCCCCC1	2	1	-3	-25	.	.	8
COc1ccc([C@H]2C[C@@H](n3cc(COC(=O)c4ccccc4)nn3)[C@H](O)CN2CC2CCCCC2)cc1	32	0	-5	17	-2	4	-5
Cn1c(=O)c2c(ncn2CCN(CCO)Cc2ccccc2)n(C)c1=O	.	.	.	.	-7	-11	5

Compound	S100A4 inh HTS	CASP6 VEID inh	SIRT5 inh	LGR2 inh	Statin myotox sup	esBAF inh	FN deposit inh
COc1ccc(OC)c(Nc2nc(NCc3ccco3)nc(N)c2[N+](=O)[O-])c1	3	-4	-6	-9	.	.	-2
COc1ccccc1NC(=O)C(NC(=O)OC(C)(C)C)C(C)OCc1ccccc1 (configuration not stated)	1	1	0	-7	.	.	.
CCCCNC(=O)CN(c1ccc(Cl)c(Cl)c1)S(C)(=O)=O	.	.	.	-21	-2	-6	-3
Cc1nc(NCc2ccc3c(c2)OCO3)c2oc3ccccc3c2n1	.	.	.	.	12	-9	5
CC(C)N(C(=O)COC(=O)c1ccccc1C(=O)c1ccc(Cl)c([N+](=O)[O-])c1)C(C)C	-4	5	0	94*	.	.	-18
CCC(=O)Nc1ccc2c(c1)C(=O)N(C)[C@@H]1CC[C@@H](CC(=O)NCC3CC3)O[C@H]1CO2	2	2	0	6	6	3	-3
CCCCN(C(=O)c1cc2ccccc2o1)c1c(N)n(CCCC)c(=O)[nH]c1=O	-3	0	-13	11	6	3	-4
C[C@H]1CCCCO[C@H](CN(C)C(=O)c2ccncc2)[C@@H](C)CN([C@@H](C)CO)C(=O)c2cc(NS(C)(=O)=O)ccc2O1	-2	2	-3	15	.	-4	.

Looked up above.
Value for CC(C)N(C(=O)COC(=O)c1ccccc1C(=O)c1ccc(Cl)c([N+](=O)[O-])c1)C(C)C in SIRT5 inh: 0
Value for COc1ccccc1NC(=O)C(NC(=O)OC(C)(C)C)C(C)OCc1ccccc1 (configuration not stated) in CASP6 VEID inh: 1

Next entries.
Compound	S100A4 inh HTS	CASP6 VEID inh	SIRT5 inh	LGR2 inh	Statin myotox sup	esBAF inh	FN deposit inh
NC(=O)C1CCN(C(=O)C2CCC(=O)N(C3CCCCCC3)C2)CC1 (configuration not stated)	12	-3	2	12	6	-2	-2
COc1ccc(-n2c(SCC(=O)O)nc3sc4c(c3c2=O)CCC4)cc1	-12	3	1	22	5	-5	-4
CO[C@@H]1CN(C)C(=O)c2cc(NS(C)(=O)=O)ccc2OC[C@@H](C)N(CCC(F)(F)F)C[C@@H]1C	-32	.	-3	-2	9	-7	-6
COc1ccc([C@H]2CC(=O)C=C(C#CC(C)(C)C)C2)cc1	-2	1	.	-10	1	31	3
CC(=O)C1=C(O)C(=O)N(CCc2c[nH]c3ccccc23)C1c1ccc(C)cc1 (configuration not stated)	2	3	2	-6	.	.	9
CN(C)CCNc1c2c(nc3nnnn13)CCCC2	33	-3	-3	24	-4	-5	-7
COC(=O)C1CCN(c2cc(Cl)nc(N)n2)CC1	10	0	-1	-15	14	-8	1
CCOC(=O)c1c(NC(=O)CN2CCN(C(=O)c3ccco3)CC2)sc(C)c1C	-1	1	-5	27	-4	4	-13

Compound	S100A4 inh HTS	CASP6 VEID inh	SIRT5 inh	LGR2 inh	Statin myotox sup	esBAF inh	FN deposit inh
CCOc1ccccc1Nc1cc(C)nc2ccc(C)cc12	-2	5	-1	.	.	.	-1
COc1ccccc1NC(=O)COc1ccc(C(=O)NCc2ccccc2)cc1OC	-1	1	-2	-7	11	-3	-3
Cc1cc(OC(=O)c2ccc(C(C)(C)C)cc2)c([N+](=O)[O-])c(=O)[nH]1	-10	3	1	9	6	7	-6
Nc1c(Cl)cc(C2=NCCn3nc4ccccc4c32)cc1Cl	-1	2	.	-6	1	-1	1

Gathered by group, those above with an aryl methoxy group
Compound	S100A4 inh HTS	CASP6 VEID inh	SIRT5 inh	LGR2 inh	Statin myotox sup	esBAF inh	FN deposit inh
COc1ccccc1NC(=O)c1ccc(SCC(=O)NCc2ccccc2Cl)c([N+](=O)[O-])c1	-4	1	-3	.	.	.	-4
COc1ccc(OC)c(-n2c(-c3ccc(O)cc3O)n[nH]c2=S)c1	1	4	0	-17	22	-5	-25
COc1ccc2c3c(n(C)c2c1)[C@H](CO)N(C(=O)Nc1cccc(F)c1)CC31CN(C)C1	-3	-4	1	0	.	.	.
COc1cc(C=O)ccc1OC(=O)Nc1ccccc1	2	4	-3	-41	.	.	0
COc1cccc(C2C(C#N)=C(N)N(N(C)C)C3=C2C(=O)CC(C)(C)C3)c1OC (configuration not stated)	-19	0	1	-7	6	-1	0
CCCN(C)C[C@H]1OCCCC[C@@H](C)Oc2ccc(NS(=O)(=O)c3ccc(OC)cc3)cc2C(=O)N([C@H](C)CO)C[C@H]1C	-13	-2	4	-20	-41	-1	.
COc1ccccc1N(CC(=O)Nc1cc(S(=O)(=O)N(C)C)ccc1C)S(=O)(=O)c1cccs1	2	-2	-7	4	-2	1	0
C#CCNC(=O)C[C@@H]1C[C@@]2(C(=O)OC)CC(C)(C)CC=C2N(CCc2ccc(OC)c(OC)c2)C1=O	0	1	.	-8	.	.	1
COc1ccc([C@H]2C[C@@H](n3cc(COC(=O)c4ccccc4)nn3)[C@H](O)CN2CC2CCCCC2)cc1	32	0	-5	17	-2	4	-5
COc1ccc(OC)c(Nc2nc(NCc3ccco3)nc(N)c2[N+](=O)[O-])c1	3	-4	-6	-9	.	.	-2
COc1ccccc1NC(=O)C(NC(=O)OC(C)(C)C)C(C)OCc1ccccc1 (configuration not stated)	1	1	0	-7	.	.	.
COc1ccc(-n2c(SCC(=O)O)nc3sc4c(c3c2=O)CCC4)cc1	-12	3	1	22	5	-5	-4
COc1ccc([C@H]2CC(=O)C=C(C#CC(C)(C)C)C2)cc1	-2	1	.	-10	1	31	3
COc1ccccc1NC(=O)COc1ccc(C(=O)NCc2ccccc2)cc1OC	-1	1	-2	-7	11	-3	-3

Some of the compounds tested; the hit share may differ from the screen's.
